Screening data as filed in PubChem BioAssay.
UPR CHOP act = apoptotic UPR (CHOP) activation. CHO-CHOP luciferase reporter, luminescence; percent of tunicamycin response over DMSO baseline. activation, % at 10 µM. actives 0.34% (n = 330,000);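 active = at 10 µM dose, activation of 40% or more, normalized to positive control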;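 also: 100% = tunicamycin at 10 µg/mL and 0% = DMSO alone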
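Test system: CHO CHOP reporter cells. Input: 500 CHO-CHOP cells per well. Medium: F12 with 10% FBS. Technique: luciferase luminescence. Measure: percent activation relative to tunicamycin control. Dosing: 10 µM compound, 0.5% DMSO. Timing: 16-18 h cell attachment, then 6 h compound exposure, 37 °C.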
tim23-1 inh = inhibits growth of tim23-1 mutant yeast. S. cerevisiae tim23-1 growth, BacTiter-Glo luminescence, 24 h. inhibition, % at 20 µM. actives 1.3% (n = 330,000);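 active = growth inhibition of the mutant yeast at or above 50%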;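 also: temperature-sensitive mutant grown at 25 °C; plate controls were DMSO-treated mutant yeast for no effect and medium wells lacking yeast for full effect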
EBI2 antag = blocks human EBI2 receptor beta-arrestin signaling | inhibition, % at 5 µM | EBI2 beta-arrestin recruitment, luminescence, 7a,25-OHC stimulated | P32249 | actives 0.81% (n = 360,000); in the data active = inhibition above about 38%;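 also: enzyme fragment complementation signal reports receptor beta-arrestin coupling in cells; 0% = agonist plus DMSO wells and 100% = wells without agonist; some results beyond the cut were filed as inactive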
Target sequence (P32249 whole entry, looked up, the tested form may be a part): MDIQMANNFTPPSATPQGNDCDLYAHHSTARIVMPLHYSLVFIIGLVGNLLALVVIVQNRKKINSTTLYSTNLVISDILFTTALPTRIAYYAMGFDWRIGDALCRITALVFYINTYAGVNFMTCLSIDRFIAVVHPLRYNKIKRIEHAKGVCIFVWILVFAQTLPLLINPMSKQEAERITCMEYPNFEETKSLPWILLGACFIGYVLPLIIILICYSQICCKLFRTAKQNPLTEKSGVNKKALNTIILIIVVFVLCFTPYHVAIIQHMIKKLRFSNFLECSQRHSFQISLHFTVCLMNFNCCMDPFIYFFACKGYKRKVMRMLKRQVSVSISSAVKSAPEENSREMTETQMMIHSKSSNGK
CXCR6 inh = inhibitors of human CXCR6 receptor. O00574. CHO-K1 PathHunter CXCR6 beta-arrestin, luminescence. inhibition, % at 20 µM. actives 0.36% (n = 360,000). AID 602244; in the data active = inhibition above about 34%, passing the limit was not always enough;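 also: antagonist mode with CXCL16 agonist at 10 nM final; 0% = 10 nM CXCL16 with DMSO and 100% = unstimulated wells without agonist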
Target sequence (O00574 whole entry, looked up): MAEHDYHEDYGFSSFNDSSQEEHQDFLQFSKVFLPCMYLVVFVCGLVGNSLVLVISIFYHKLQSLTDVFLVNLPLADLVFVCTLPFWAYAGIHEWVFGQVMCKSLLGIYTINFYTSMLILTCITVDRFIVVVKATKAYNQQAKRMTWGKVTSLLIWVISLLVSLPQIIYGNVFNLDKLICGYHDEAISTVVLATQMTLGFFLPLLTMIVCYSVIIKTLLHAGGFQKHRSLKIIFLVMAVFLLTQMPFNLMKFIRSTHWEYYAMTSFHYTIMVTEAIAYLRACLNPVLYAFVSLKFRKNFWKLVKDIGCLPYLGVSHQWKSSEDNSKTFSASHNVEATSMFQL
Mdm2 MdmX PPI = human Mdm2/MdmX binding inhibition; O15151+Q00987; SaOS-2 split-luciferase Mdm2/MdmX complementation, luminescence; inhibition, % at 8 µM; actives 3% (n = 330,000); AID 485346;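 active = inhibition of at least 50% at 8 µM in the primary screen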
APJ antagonist = antagonists of human APJ apelin receptor | P35414 | CHO-K1 APJ beta-arrestin complementation, luminescence | inhibition, % at 20 µM | actives 0.32% (n = 330,000) | AID 2521;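 active = inhibition above about 40% at 20 µM, limit read from the data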;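 also: cells challenged with 10 nM apelin-13 agonist together with compound; plate controls were apelin-13 plus DMSO wells for no effect and DMSO wells lacking apelin-13 for full effect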
APJ agonist = agonists of human APJ apelin receptor | CHO-K1 APJ PathHunter beta-arrestin, luminescence; 0% DMSO wells, 100% apelin | actives 0.11% (n = 330,000) | activation, % at 20 µM | P35414 | AID 2520;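 active = activation more than six SD over the plate average, tested at 20 µM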;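 also: 0% = DMSO alone and 100% = apelin-13 at 10 nM; some results filed as inactive read as strong as hits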
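Assay system – PathHunter CHO-K1 APJ (AGTRL-1) beta-arrestin reporter cells · Compound – one dose, 20 µM compound, 1% DMSO · Timing – compound 90 min 25 °C, reagent 1 h · Measured by – luminescence from split beta-galactosidase complementation, Galacton Star/Emerald II substrate · Measure – beta-arrestin recruitment to APJ as agonist activity, luminescent signal · Benchmarks – DMSO vs Apelin-13 10 nM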
UPR XBP1 act = activators of adaptive arm of unfolded protein response (XBP1). CHO-XBP1 luciferase reporter, IRE1-XBP1 UPR activation, luminescence; percent of tunicamycin response, DMSO as zero. activation, % at 20 µM. actives 0.33% (n = 330,000). AID 463104;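 active = versus positive control, 20 µM dose yields 30% or more activation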;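 also: 100% = tunicamycin at 10 µg/mL and 0% = DMSO only wells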
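Material: CHO cell line with stable XBP1 luciferase reporter; schedule: 16-18 h cell attachment at 37 °C, then 6 h compound exposure; signal: glow luminescence from Steady-Glo reagent; medium: serum-containing F12 medium, 10% FBS; benchmarks: tunicamycin 10 µg/mL and vehicle-only wells; read-out: percent activation relative to tunicamycin reference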
CCR6 antagonist = CCR6 (human) receptor antagonism. P51684. CHO-K1 CCR6 PathHunter beta-arrestin, luminescence, CCL20-stimulated. inhibition, % at 20 µM. actives 0.49% (n = 340,000). AID 493098;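 active = compounds whose inhibition of the agonist-driven luminescence signal at 20 µM reaches about 50%, limit read from the data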;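 also: cells stimulated with CCL20 at 14 nM final; plate controls were DMSO with CCL20 for no effect and DMSO without agonist for full effect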
Target sequence (P51684 whole entry, looked up): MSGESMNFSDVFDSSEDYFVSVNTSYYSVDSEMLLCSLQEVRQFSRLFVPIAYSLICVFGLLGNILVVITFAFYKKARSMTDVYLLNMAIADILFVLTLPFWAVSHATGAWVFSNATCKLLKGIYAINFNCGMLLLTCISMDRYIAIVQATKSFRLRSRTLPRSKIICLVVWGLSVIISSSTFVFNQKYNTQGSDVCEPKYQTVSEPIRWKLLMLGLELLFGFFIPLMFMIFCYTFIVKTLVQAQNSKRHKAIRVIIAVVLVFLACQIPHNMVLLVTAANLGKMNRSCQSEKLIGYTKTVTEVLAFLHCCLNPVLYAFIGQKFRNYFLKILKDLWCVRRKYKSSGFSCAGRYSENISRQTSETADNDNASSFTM
* marks the source's active call; other numbers are inactive results. Not all compounds are listed (hit frequency here may not be typical).

How did C=CCc1ccc(OCCCCN2CCC(C)CC2)c(OC)c1 do in these assays?
UPR CHOP act: 1.6; tim23-1 inh: 14.0; EBI2 antag: 3.8; CXCR6 inh: 8.3; Mdm2 MdmX PPI: -17.8; APJ antagonist: 20.1; APJ agonist: 1.9; UPR XBP1 act: 0.6; CCR6 antagonist: 4.3

Results for C1CCN(c2nc3nonc3nc2N2CCCC2)C1 ?
UPR CHOP act: -0.8; tim23-1 inh: -3.5; EBI2 antag: 7.9; CXCR6 inh: 3.5; Mdm2 MdmX PPI: 26.5; APJ antagonist: 0.7; APJ agonist: -0.5; UPR XBP1 act: 2.5; CCR6 antagonist: 2.2

How did CCOC(=O)C1CCCN(C(=O)c2cn(CC)c3ccc(S(=O)(=O)N(C)C)cc3c2=O)C1 (stereo unspecified) do in these assays?
UPR CHOP act: 0.1; tim23-1 inh: -10.5; EBI2 antag: -3.8; CXCR6 inh: -3.9; Mdm2 MdmX PPI: 7.0; APJ antagonist: -56.2; APJ agonist: -2.8; UPR XBP1 act: 0.6; CCR6 antagonist: -1.3

Results for Cc1ccccc1-c1nc2sc3c(c2c(=O)n1N)CCCC3 ?
UPR CHOP act: 3.2; tim23-1 inh: 25.5; EBI2 antag: 1.0; CXCR6 inh: -5.3; Mdm2 MdmX PPI: 27.4; APJ antagonist: -0.6; APJ agonist: 2.3; UPR XBP1 act: 0.7; CCR6 antagonist: 5.9

How did COc1cc(OC)c(NS(=O)(=O)c2ccc3c(c2)NC(=O)CO3)cc1Cl do in these assays?
UPR CHOP act: 1.4; tim23-1 inh: 7.8; EBI2 antag: -7.6; CXCR6 inh: -2.6; Mdm2 MdmX PPI: 4.2; APJ antagonist: -11.2; APJ agonist: 4.0; UPR XBP1 act: -2.3; CCR6 antagonist: -19.0

Results for COc1ccc(N2CCN(C(=O)c3cc(C4CC4)nn3-c3ccccc3)CC2)cc1 ?
UPR CHOP act: 1.2; tim23-1 inh: 32.4; EBI2 antag: -8.6; CXCR6 inh: 5.6; Mdm2 MdmX PPI: -2.4; APJ antagonist: 3.4; APJ agonist: -3.7; UPR XBP1 act: -0.3; CCR6 antagonist: 9.1

Results for Cc1ccccc1CN1C(=O)C(C)S/C1=N/N=C/c1ccco1 (stereo unspecified) ?
UPR CHOP act: 0.0; tim23-1 inh: 18.7; EBI2 antag: 7.9; CXCR6 inh: -1.5; Mdm2 MdmX PPI: 27.0; APJ antagonist: 21.4; APJ agonist: 0.7; UPR XBP1 act: -2.4; CCR6 antagonist: 12.1

What do the screens show for `Cc1cc(NS(=O)(=O)c2ccc(NC(=O)c3ccc(Cl)cc3Cl)cc2)no1`?
UPR CHOP act: 0.7; tim23-1 inh: 9.2; EBI2 antag: 1.7; CXCR6 inh: -3.7; Mdm2 MdmX PPI: 17.9; APJ antagonist: -0.5; APJ agonist: 3.8; UPR XBP1 act: -5.8; CCR6 antagonist: 1.9

What do the screens show for `CC(NCc1ccccc1)C1COc2ccccc2O1` (stereo unspecified)?
UPR CHOP act: -0.8; tim23-1 inh: -13.4; EBI2 antag: 0.3; CXCR6 inh: -7.6; Mdm2 MdmX PPI: 20.0; APJ antagonist: 8.8; APJ agonist: -3.9; UPR XBP1 act: 2.8; CCR6 antagonist: -14.5

What do the screens show for `COC(=O)c1cc(-c2c(-c3ccc4c(c3)OCO4)noc2-c2ccsc2)cc([N+](=O)[O-])c1`?
UPR CHOP act: 3.0; tim23-1 inh: 10.6; EBI2 antag: -7.6; CXCR6 inh: -6.8; Mdm2 MdmX PPI: -10.6; APJ antagonist: -131.5; APJ agonist: 17.7; UPR XBP1 act: 0.4; CCR6 antagonist: -4.8

Results for CCCn1c(N)c(C(=O)CSc2nnc3n2CCCCC3)c(=O)[nH]c1=O ?
UPR CHOP act: 1.0; tim23-1 inh: 7.3; EBI2 antag: -5.7; CXCR6 inh: 2.1; Mdm2 MdmX PPI: 2.6; APJ antagonist: 0.1; APJ agonist: 1.0; UPR XBP1 act: -2.7; CCR6 antagonist: -3.5

What do the screens show for `C1=Nc2c(NCc3ccccc3)ncnc2Oc2ccccc21`?
UPR CHOP act: -1.0; tim23-1 inh: 43.0; EBI2 antag: 7.2; CXCR6 inh: 1.6; Mdm2 MdmX PPI: 48.3; APJ antagonist: -12.5; APJ agonist: 3.0; UPR XBP1 act: -1.7; CCR6 antagonist: -13.3

How did O=C(Nc1cccc(Cl)c1Cl)c1ccc(-c2ccccc2)cc1 do in these assays?
UPR CHOP act: 1.9; tim23-1 inh: -3.6; EBI2 antag: 12.1; CXCR6 inh: 2.5; Mdm2 MdmX PPI: -9.9; APJ antagonist: 2.6; APJ agonist: -4.0; UPR XBP1 act: 0.7; CCR6 antagonist: 4.5

How did CN(C)C(CNC(=O)c1ccc(Cl)c(S(=O)(=O)N2CCCCCC2)c1)c1ccccc1 (stereo unspecified) do in these assays?
UPR CHOP act: 0.4; tim23-1 inh: -26.0; EBI2 antag: 5.9; CXCR6 inh: -3.3; Mdm2 MdmX PPI: 16.1; APJ antagonist: 3.4; APJ agonist: -3.8; UPR XBP1 act: -1.5; CCR6 antagonist: 6.4

How did COc1ccc(Cn2nnnc2C(c2ccc(C)cc2)N2CCN(C3CCCC3)CC2)cc1 (stereo unspecified) do in these assays?
UPR CHOP act: 2.5; tim23-1 inh: -6.0; EBI2 antag: 1.4; CXCR6 inh: 15.8; Mdm2 MdmX PPI: 15.7; APJ antagonist: 19.8; APJ agonist: 0.3; UPR XBP1 act: -4.5; CCR6 antagonist: 6.7

Results for Cc1ccc(N2CC(C(=O)NCCCn3ccnc3)CC2=O)cc1 (stereo unspecified) ?
UPR CHOP act: -0.6; tim23-1 inh: -5.5; EBI2 antag: -3.9; CXCR6 inh: -4.2; Mdm2 MdmX PPI: -15.6; APJ antagonist: 22.0; APJ agonist: -2.7; UPR XBP1 act: -0.4; CCR6 antagonist: -9.5

Results for COc1cccc(CNC(=O)C2CCN(S(=O)(=O)N3CCCC3)CC2)c1 ?
UPR CHOP act: -1.1; tim23-1 inh: 3.0; EBI2 antag: 5.4; CXCR6 inh: 7.5; Mdm2 MdmX PPI: 10.8; APJ antagonist: 4.9; APJ agonist: 2.7; UPR XBP1 act: -3.8; CCR6 antagonist: -13.1

What do the screens show for `CCCCCN(C(=O)CCC(=O)OCc1cc(C)ccc1C)c1c(N)n(CCCC)c(=O)[nH]c1=O`?
UPR CHOP act: -0.9; tim23-1 inh: 11.7; EBI2 antag: 1.5; CXCR6 inh: 11.1; Mdm2 MdmX PPI: 20.4; APJ antagonist: -24.2; APJ agonist: 0.7; UPR XBP1 act: -1.7; CCR6 antagonist: 9.0

What do the screens show for `O=C(COc1ccc(F)cc1)Nc1ccc(S(=O)(=O)Nc2ncccn2)cc1`?
UPR CHOP act: -1.7; tim23-1 inh: -8.3; EBI2 antag: -6.2; CXCR6 inh: 0.4; Mdm2 MdmX PPI: 6.4; APJ antagonist: -7.5; APJ agonist: -0.7; UPR XBP1 act: 0.8; CCR6 antagonist: -1.8

Results for O=C(COc1ccc(Br)cc1)Nc1nc(-c2cccnc2)cs1 ?
UPR CHOP act: 0.4; tim23-1 inh: -1.6; EBI2 antag: 20.6; CXCR6 inh: 1.6; Mdm2 MdmX PPI: 38.7; APJ antagonist: -26.5; APJ agonist: 2.1; UPR XBP1 act: -0.6; CCR6 antagonist: 4.6

How did COc1ccc(N2C(=O)C(CC(=O)Nc3ccccc3)N(Cc3cccs3)C2=O)cc1 (stereo unspecified) do in these assays?
UPR CHOP act: -1.7; tim23-1 inh: 21.8; EBI2 antag: -9.2; CXCR6 inh: 6.8; Mdm2 MdmX PPI: -36.5; APJ antagonist: 9.7; APJ agonist: -1.6; UPR XBP1 act: 0.7; CCR6 antagonist: 13.1

How did CCOC(=O)c1ccc(NC(=S)NC(=O)c2nn(CC)cc2Br)cc1 do in these assays?
UPR CHOP act: 0.4; tim23-1 inh: 4.2; EBI2 antag: -3.0; CXCR6 inh: 2.6; Mdm2 MdmX PPI: 5.5; APJ antagonist: 9.6; APJ agonist: 1.0; UPR XBP1 act: -0.8; CCR6 antagonist: 1.1

Results for Cc1c(C(=O)N2CCOCC2)c(S(=O)(=O)Nc2ccccc2F)c(C)n1C ?
UPR CHOP act: -1.1; tim23-1 inh: 1.2; EBI2 antag: -0.5; CXCR6 inh: -10.3; Mdm2 MdmX PPI: -1.6; APJ antagonist: 5.7; APJ agonist: 0.4; UPR XBP1 act: -4.3; CCR6 antagonist: -1.6

What do the screens show for `COc1ccccc1NC(=O)c1c(N=Cc2ccccc2O)cnn1C`?
UPR CHOP act: 0.2; tim23-1 inh: 21.8; Mdm2 MdmX PPI: 15.6; APJ antagonist: -39.4; APJ agonist: 1.6; UPR XBP1 act: 15.6

What do the screens show for `CCCCOc1ccc(/C=N/NC(=O)c2nnn(-c3nonc3N)c2CN2CCCCCC2)cc1`?
UPR CHOP act: -1.3; tim23-1 inh: 6.9; EBI2 antag: 24.8; CXCR6 inh: 8.7; Mdm2 MdmX PPI: -14.7; APJ antagonist: 3.4; APJ agonist: -0.2; UPR XBP1 act: -0.3; CCR6 antagonist: 5.0

What do the screens show for `COc1ccccc1N1CCN(C(=O)c2c(C)noc2C)CC1`?
UPR CHOP act: -0.1; tim23-1 inh: 6.0; EBI2 antag: 5.6; CXCR6 inh: 3.4; Mdm2 MdmX PPI: 7.9; APJ antagonist: -7.4; APJ agonist: -1.2; UPR XBP1 act: -2.4; CCR6 antagonist: 8.6

What do the screens show for `N#CC1=C(N)NC(SCC(=O)O)=C(C#N)C12CCCC2`?
UPR CHOP act: -0.9; tim23-1 inh: -8.0; EBI2 antag: -3.4; CXCR6 inh: -5.0; Mdm2 MdmX PPI: 10.4; APJ antagonist: 12.9; APJ agonist: -0.9; UPR XBP1 act: -3.3; CCR6 antagonist: -0.6

Results for COc1cccc(-n2nnnc2SCC(=O)NCc2ccco2)c1 ?
UPR CHOP act: 0.3; tim23-1 inh: 14.3; EBI2 antag: -6.7; CXCR6 inh: -13.9; Mdm2 MdmX PPI: 21.5; APJ antagonist: -25.9; APJ agonist: 1.4; UPR XBP1 act: -4.3; CCR6 antagonist: -0.3

How did CCCCCc1nnc(NC(=O)Cc2ccc([N+](=O)[O-])cc2)s1 do in these assays?
UPR CHOP act: 0.1; tim23-1 inh: 1.8; EBI2 antag: -1.4; CXCR6 inh: -12.7; Mdm2 MdmX PPI: -7.4; APJ antagonist: -17.6; APJ agonist: -1.4; UPR XBP1 act: -4.9; CCR6 antagonist: 10.8
